Rac1 act GTP bind – human Rac1 activated mutant GTP binding change. GST-Rac1 activated beads, fluorescent GTP binding, flow cytometry; actives lie on both sides; 100% means binding = to untreated wells. percent activity (GTP binding), % at 10 µM. 190,000 compounds, 0.11% hits. AID 764;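 active = GTP binding at least 20 percentage points away from the 100% baseline, in either direction, so actives lie on both sides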
ABCG2 inh – human ABCG2 inhibition, ABCB1 as counter-screen | Q9UNQ0 | IgMXP3 cells, JC-1 efflux, flow cytometry | inhibition, % at 6.6 µM | 190,000 compounds, 0.1% hits;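 active = inhibition above 80%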;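 note: 0% = DMSO and 100% = nicardipine control wells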
Target sequence (Q9UNQ0 whole entry, looked up): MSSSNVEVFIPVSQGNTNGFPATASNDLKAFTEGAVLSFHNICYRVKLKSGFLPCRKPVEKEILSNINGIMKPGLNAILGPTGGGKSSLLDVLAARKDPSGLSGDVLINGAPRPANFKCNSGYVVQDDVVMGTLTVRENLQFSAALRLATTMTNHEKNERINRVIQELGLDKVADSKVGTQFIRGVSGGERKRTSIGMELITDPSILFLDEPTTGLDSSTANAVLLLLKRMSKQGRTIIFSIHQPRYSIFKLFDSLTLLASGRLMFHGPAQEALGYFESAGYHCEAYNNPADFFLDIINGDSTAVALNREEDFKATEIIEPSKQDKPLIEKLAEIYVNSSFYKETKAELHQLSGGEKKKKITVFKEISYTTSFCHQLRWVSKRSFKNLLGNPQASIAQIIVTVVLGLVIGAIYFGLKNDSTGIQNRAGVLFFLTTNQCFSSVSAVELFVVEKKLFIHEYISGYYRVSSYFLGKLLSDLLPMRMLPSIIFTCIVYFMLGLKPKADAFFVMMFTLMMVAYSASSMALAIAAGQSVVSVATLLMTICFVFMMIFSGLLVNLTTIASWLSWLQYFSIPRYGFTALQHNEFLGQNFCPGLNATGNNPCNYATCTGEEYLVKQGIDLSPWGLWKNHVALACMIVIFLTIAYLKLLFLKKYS
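test system = two drug-resistant human cell lines, ABCG2 and ABCB1 | amount = 3 million cells/mL final, two lines in 1:1 ratio | reagent = JC-1 transporter substrate | doses = one concentration, 6.6 µM final | incubation = 10 min at 25 °C | signal = flow cytometric JC-1 green MFI at 530 nm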
HRas wt GTP bind – modulators of GTP binding to human HRas wildtype; P01112; GST-Ras wt beads, Bodipy-FL-GTP binding, flow cytometry; actives lie on both sides; GTP binding activity, % at 10 µM; 190,000 compounds, 0.14% hits; AID 759;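 active = GTP binding activity at least 20% away from the 100% baseline, either lowered as inhibitor or raised as activator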;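 note: 0% = unlabeled GTP competition control and 100% = no-compound control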
Avidin bead fluor – compound fluoresces at 488/530 nm on avidin beads; 220,000 compounds, 0.38% hits; compound fluorescence 488/530 nm, flow cytometry; hits give high values; fluorescence (KMESF) at 10 µM; in the data active = fluorescence above about 47; note: inactives centre near 10
Rac1 wt GTP bind – human Rac1 wildtype GTP binding, inhibitors and activators; GTP binding activity (% of control), % at 10 µM; 190,000 compounds, 0.27% hits; P63000; AID 757; GST-Rac1 beads, fluorescent GTP binding, flow cytometry; actives lie on both sides; 0 = cold GTP competed, 100 = untreated;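 active = GTP binding activity at least 20 points away from the 100% control level, either lower or higher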
ABCB1 inh – inhibitors of human ABCB1 transporter, ABCG2 counter-screen; P08183; CCRF-Adr cells, JC-1 efflux, flow cytometry; inhibition, % at 6.6 µM; 190,000 compounds, 0.067% hits; in the data active = inhibition above about 40%;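 note: 0% = vehicle and 100% = reference inhibitor; higher value means more JC-1 retained so stronger ABCB1 efflux block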
Rab7 wt GTP bind – modulators of GTP binding to dog Rab7 wildtype GTPase | GST-Rab7 beads, fluorescent GTP binding, flow cytometry; actives lie on both sides; untreated = 100%, excess cold GTP = 0% | GTP binding activity (percent of control), % at 10 µM | 190,000 compounds, 0.055% hits | AID 758;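 active = fluorescent GTP binding to Rab7 beads changed by at least 20 points from the 100% baseline, either direction, mostly lower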;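 note: median green fluorescence of bound Bodipy-FL-GTP per Rab7 bead population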
Mcl1-Noxa inh – Mcl-1/Noxa interaction inhibition; TR-FRET Mcl-1/Noxa peptide binding, 2 h; 220,000 compounds, 1.5% hits; Q07820; AID 1022; inhibition, % at 21.7 µM;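 active = compounds that cut the protein-peptide binding signal by more than 50% relative to plate controls in a single-dose test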;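 note: His-tagged Mcl-1 with rhodamine Noxa BH3 peptide and terbium anti-His antibody; 0% = Mcl-1 plus Noxa peptide wells and 100% = peptide-only wells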
Target sequence (Q07820 whole entry, looked up): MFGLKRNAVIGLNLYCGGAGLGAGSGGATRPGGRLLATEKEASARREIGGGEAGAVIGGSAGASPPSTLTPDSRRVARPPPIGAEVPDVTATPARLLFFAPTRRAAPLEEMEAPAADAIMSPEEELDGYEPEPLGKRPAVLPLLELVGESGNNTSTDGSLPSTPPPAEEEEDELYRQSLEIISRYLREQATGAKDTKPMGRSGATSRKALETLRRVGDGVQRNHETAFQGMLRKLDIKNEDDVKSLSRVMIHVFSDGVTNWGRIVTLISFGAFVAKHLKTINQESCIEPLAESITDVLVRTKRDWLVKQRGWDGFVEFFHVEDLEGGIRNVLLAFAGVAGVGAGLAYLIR
Rab2A wt mod – changes GTP binding to wildtype dog Rab2A, up or down | P61105 | AID 760 | 190,000 compounds, 0.19% hits | GST-Rab2 wt beads, Bodipy-GTP binding, flow cytometry | GTP binding activity, % at 10 µM;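 active = GTP binding activity at least 20 points away from 100%, either lowered or raised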;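 note: 0% = beads with excess unlabeled GTP and 100% = no-compound control corrected for plate trend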
Cdc42 wt GTP – modulators (inhibitors or activators) of GTP binding to human Cdc42 wildtype | 190,000 compounds, 0.2% hits | AID 761 | GST-Cdc42 beads, Bodipy-GTP binding, flow cytometry; actives lie on both sides | P60953 | percent activity (GTP binding), % at 10 µM;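 active = percent activity GTP binding at least 20 points away from the 100% baseline, either down as inhibitor or up as activator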;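 note: median bead fluorescence of bound Bodipy-FL-GTP at 100 nM; 0% = excess unlabeled GTP control and 100% = no compound control; below 100% means less GTP binding so inhibitor and above means activator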
Pf gametocyte – kills late stage P. falciparum gametocytes. P. falciparum stage V gametocytes, ATP luminescence, 24 h. inhibition, % at 10.9 µM. 150,000 compounds, 0.065% hits. AID 743093;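 active = inhibition above the mean plus 3 SD of compounds within the control limits, set per campaign, cut at about 38% in these data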;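 note: 0% = DMSO wells and 100% = medium only without gametocytes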
Active calls of the source: *; / = no result given; & = joins results of further samples.

SMILES	Rac1 act GTP bind	ABCG2 inh	HRas wt GTP bind	Avidin bead fluor	Rac1 wt GTP bind	ABCB1 inh	Rab7 wt GTP bind	Mcl1-Noxa inh	Rab2A wt mod	Cdc42 wt GTP	Pf gametocyte
C#CCOCCOCCOCCNc1nc(N2CCN(C(=O)[C@H](CCC(=O)O)n3cc(C(N)Cc4ccc(O)cc4)nn3)CC2)nc(N2CCN(C(=O)[C@H](CCC(=O)O)n3cc(C(N)[C@H](C)CC)nn3)CC2)n1 (some centres undefined)	96	3	96	5	97	0.2	91	12	95	97	/
CC1(C)CC(N2CCCC2)=CC(=[N+]2CCCCC2)C1	93	-1	95	19	95	-0.3	95	29	94	94	-23
S=C(NCc1cccs1)Nc1cccc2ccccc12	94	6	98	9	99	0.8	107	6	102	98	6
Cc1c(C(=O)NCCSc2ccc(Cl)cc2)cccc1[N+](=O)[O-]	100	24	103	8	105	0.6	98	7	99	102	/
Cn1cnnc1SCC(=O)N1N=C(c2ccc(Cl)cc2)CC1c1ccco1 (centres undefined)	91	3	96	9	100	0.8	106	16	100	94	7
O=C(O)Cn1cc(C(=S)N2CCOCC2)c2ccccc21	96	0	102	9	105	-0.1	102	13	102	102	/
O=C(COC(=O)C12CC3CC(CC(O)(C3)C1)C2)NCCc1ccc(Cl)cc1	98	15	99	13	101	0.4	96	1	99	100	-9
CCOC(=O)c1nc(C)n(-c2cc(OC)c(Cl)cc2Cl)n1	99	4	100	24	98	0.7	105	15	100	98	/
COc1ccc(-c2csc3nc(-c4ccccc4F)oc(=O)c23)cc1OC	95	2	92	9	96	0.6	100	33	91	94	/
CCOC(=O)c1c(C)[nH]c(C(=O)OCC(=O)Nc2cc(C)ccc2OC)c1C	101	0	105	16	104	-2.6	100	-40	103	105	/
Cc1nc(NCc2ccco2)[nH]c(=O)c1CCC(C)C	96	4	94	6	96	0.6	98	-7	95	96	9
CCOC(=O)CSCC(=O)Nc1c(C(=O)C2CC2)oc2ccccc12	98	3	101	21	102	0.6	98	-1	101	99	/
CN(CC(=O)N1CCN(c2ncccn2)CC1)S(=O)(=O)c1ccc(Cl)cc1	96	2	100	9	100	0.3	103	8	100	100	8
Cc1nc2cc(Nc3ccncc3)ccc2s1	99	0	101	9	104	0.1	103	0	101	103	-2
O=C(CN1CCOCC1)Nc1nc2cc([N+](=O)[O-])ccc2s1	99	0	100	3	104	0.1	102	13	98	99	/
CC(=O)COc1ccc2c(C)c(C)c(=O)oc2c1	101	-4	104	12	102	-5.9	103	10	105	105	-21
CS(=O)(=O)n1nc(NCc2cccs2)nc1NCc1cccs1	94	2	97	11	96	0.2	96	10	96	94	-14
COC(=O)C1=CN(CCOC23CC4CC(CC(C4)C2)C3)C=C(C(=O)OC)C1c1ccsc1	94	5	95	20	100	1.9	99	18	97	98	17
CCOC(=O)CCc1n[nH]c(=O)[nH]c1=O	102	0	102	4	106	0.0	96	-2	102	105	5
O=C(Cn1cc2c(n1)CCCC2)NCCCN1CCN(Cc2ccccc2)CC1	99	1	99	8	102	0.7	98	11	101	102	/

Pulled by compound from above (3):
SMILES	Rac1 act GTP bind	ABCG2 inh	HRas wt GTP bind	Avidin bead fluor	Rac1 wt GTP bind	ABCB1 inh	Rab7 wt GTP bind	Mcl1-Noxa inh	Rab2A wt mod	Cdc42 wt GTP	Pf gametocyte
O=C(Cn1cc2c(n1)CCCC2)NCCCN1CCN(Cc2ccccc2)CC1	99	1	99	8	102	0.7	98	11	101	102	/
Cc1nc2cc(Nc3ccncc3)ccc2s1	99	0	101	9	104	0.1	103	0	101	103	-2
CS(=O)(=O)n1nc(NCc2cccs2)nc1NCc1cccs1	94	2	97	11	96	0.2	96	10	96	94	-14

(cont.)
SMILES	Rac1 act GTP bind	ABCG2 inh	HRas wt GTP bind	Avidin bead fluor	Rac1 wt GTP bind	ABCB1 inh	Rab7 wt GTP bind	Mcl1-Noxa inh	Rab2A wt mod	Cdc42 wt GTP	Pf gametocyte
Cc1ccc(N2C(=O)C(NC(=O)c3ccccc3)(C(F)(F)F)C3=C2CC(C)(C)CC3=O)cc1 (centres undefined)	103	2	101	16	104	1.1	102	10	101	104	7
COc1ccc(CCNC(=O)c2c(C)cc(=O)oc2C)cc1OC	95	8	96	34	94	1.3	94	-2	94	98	/
Cc1ccc(-n2cnc3ncnc(-c4ccccc4)c32)cc1	96	2	101	9	99	0.6	100	16	100	101	4
Cc1cccc(NC(=S)NCC(c2cccnc2)N2CCOCC2)c1C (centres undefined)	99	-1	99	13	100	0.3	97	23	101	101	/
O=C1CNC(=O)/C1=C\N1CCN(C(c2ccccc2)c2ccccc2)CC1	100	-1	102	3	104	-0.1	101	3	101	104	7
COc1ccc(/C=N/Nc2nncc3ccccc23)c(OC)c1	98	3	99	16	103	0.6	100	16	99	102	13
C#CCNc1cc(C)nc2ncnn12	96	2	99	4	99	0.4	99	-1	100	98	/
Cc1ccc(C2Nc3ccccc3NC3=C2C(=O)OC(C)C3)cc1 (centres undefined)	100	0	101	2	103	0.0	102	2	101	103	7
CC1(C)C(c2ccccc2)=[N+]([O-])CN1O	100	2	103	7	101	0.8	98	13	103	105	-20
Cc1ccc(S(=O)(=O)NNC(=O)C(=O)NNc2ccccn2)cc1	101	0	105	11	102	0.1	103	-82	105	104	/
Cc1cccc(C(=O)NC(=S)Nc2ccc(Cc3ccncc3)cc2)c1	96	3	103	14	98	0.9	103	24	101	100	/
COc1ccc(NC(=O)Nc2cccnc2)cc1	95	4	98	6	99	0.4	104	-2	100	96	-1
Cc1cccc(NC(=O)c2cnc3sccn3c2=O)c1C	97	6	97	6	98	0.7	95	9	97	97	/
O=C(CSc1ccccn1)Nc1nc2ccccc2s1	99	9	98	7	100	0.6	96	-3	97	98	-1
Cc1nc2c(o1)CCc1ccccc1C2O (centres undefined)	99	0	104	6	105	-0.1	100	0	102	102	5
COC(=O)c1c(NC(=O)CSc2nc3ccccc3c(=O)n2Cc2ccco2)sc(C)c1C	97	-1	98	14	98	-0.1	96	18	97	99	-12
CCOc1ccccc1NC(=S)NCc1cccn1C	96	7	96	7	99	0.1	96	28	98	99	-7
CCOc1c(CNCc2ccc(C(=O)O)cc2)cccc1OC	94	5	101	8	99	1.0	103	4	99	95	-3
COc1ccccc1NC(=O)CSc1nc(O)cc(=O)n1-c1ccccc1OC	98	7	98	12	103	0.0	95	4	96	99	/
CCOc1ccc(NC(=O)CSc2nnc(CNC(=O)c3ccco3)o2)cc1	99	2	99	8	98	-0.2	97	9	98	97	-2

Molecules shown so far with a nitro group on carbon:
SMILES	Rac1 act GTP bind	ABCG2 inh	HRas wt GTP bind	Avidin bead fluor	Rac1 wt GTP bind	ABCB1 inh	Rab7 wt GTP bind	Mcl1-Noxa inh	Rab2A wt mod	Cdc42 wt GTP	Pf gametocyte
Cc1c(C(=O)NCCSc2ccc(Cl)cc2)cccc1[N+](=O)[O-]	100	24	103	8	105	0.6	98	7	99	102	/
O=C(CN1CCOCC1)Nc1nc2cc([N+](=O)[O-])ccc2s1	99	0	100	3	104	0.1	102	13	98	99	/

Continuation.
SMILES	Rac1 act GTP bind	ABCG2 inh	HRas wt GTP bind	Avidin bead fluor	Rac1 wt GTP bind	ABCB1 inh	Rab7 wt GTP bind	Mcl1-Noxa inh	Rab2A wt mod	Cdc42 wt GTP	Pf gametocyte
COc1ccc2ccccc2c1/C=N/O	98	2	100	22	102	0.9	97	5	99	101	-8
CN(C)C(=O)NC1CCCCCCCCCCC1	98	1	102	11	100	0.0	100	6	99	100	/
COCCCn1c(SCC(=O)N2CCc3ccccc32)nnc1-c1ccco1	99	17	100	6	103	2.9	99	2	99	100	/
CCOc1c(C)cc(-c2ncccc2O)cc1C	100&99	3&1	100&99	13&13	96&98	0.3&0.7	97&98	0&30	100&97	101&101	-18
CCC(=O)c1ccccc1OCCCn1cncn1	101	3	98	6	102	0.4	101	-4	98	96	2
CSc1nc(NC(C)(C)C)nc(Oc2ccc(=O)[nH]n2)n1	101	0	102	35	103	0.1	102	-8	103	101	/
CN1CCN(C(=O)C2=C[C@H](c3ccccc3)C[C@H](OCc3ccc(CO)cc3)O2)CC1	97	-1	100	9	99	-0.3	105	0	98	98	2
Cc1cc(-c2n[nH]c(=S)n2/N=C/c2ccc(Br)s2)n[nH]1	96	-4	97	16	95	-0.8	102	26	96	96	10
O=C(NCC1(c2ccccc2)CCCC1)C(=O)N1CCOCC1	99	0	102	12	103	-0.5	99	25	101	101	6
O=C(Oc1ccc(N(Cc2cccs2)C2=NS(=O)(=O)c3ccccc32)cc1)c1ccccc1	96	4	99	5	100	1.3	100	-31	99	100	18
O=C(CCN1C(=O)/C(=C/c2ccc3c(c2)OCO3)SC1=S)Nc1ccccc1	97	-13	94	10	97	-1.8	96	12	95	100	/
CCOc1ccc(Cl)cc1CSc1n[nH]c(CC)n1	99	8	102	16	103	0.8	102	21	102	104	-1
O=C(CSc1ccccn1)Nc1nc2c(ccc3ccccc32)s1	98	2	100	12	104	-2.3	101	8	101	103	13
COc1ccccc1NS(=O)(=O)c1cc(NC(=O)Nc2ccc(Cl)cc2Cl)ccc1N1CCCCC1	103	-1	101	9	107	-1.1	101	11	102	104	/
C=CCOc1c(Br)cc(CNc2ccc(NC(=O)C(C)C)c(OC)c2)cc1OC	94	9	94	5	97	1.8	94	24	96	95	/
Cc1cccc(OCCSc2nncn2C)c1	95	1	95	5	98	1.0	95	17	96	97	/
COc1ccc(N/N=C(/C#N)S(=O)(=O)C(C)(C)C)cc1	93	1	97	10	93	1.0	98	21	98	92	-23

Laid out differently: 2 of the compounds above
| SMILES | Rac1 act GTP bind | ABCG2 inh | HRas wt GTP bind | Avidin bead fluor | Rac1 wt GTP bind | ABCB1 inh | Rab7 wt GTP bind | Mcl1-Noxa inh | Rab2A wt mod | Cdc42 wt GTP | Pf gametocyte |
| --- | --- | --- | --- | --- | --- | --- | --- | --- | --- | --- | --- |
| Cc1cccc(OCCSc2nncn2C)c1 | 95 | 1 | 95 | 5 | 98 | 1.0 | 95 | 17 | 96 | 97 | / |
| COc1ccc(N/N=C(/C#N)S(=O)(=O)C(C)(C)C)cc1 | 93 | 1 | 97 | 10 | 93 | 1.0 | 98 | 21 | 98 | 92 | -23 |

Assay outcomes as filed in PubChem.
